VIM-2 inhibitor – inhibitors of Pseudomonas aeruginosa VIM-2 metallo-beta-lactamase. purified VIM-2, nitrocefin hydrolysis, epi-absorbance fluorescence. inhibition, % at 5.6 µM. hit rate 0.89% among 290,000. AID 1527;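 active means inhibition above the mean of all tested compounds plus 3 SD, cutoff set per screening run, cut at about 7.5% in these data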;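 further: red hydrolysis product quenches plate fluorescence so inhibitors raise well fluorescence; 0% = enzyme with DMSO and 100% = DMSO without enzyme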
DNA FID counter – fluorescent intercalator displacement, NS3 helicase counter-screen. DNA fluorescent intercalator displacement, fluorescence. inhibition, % at 7.9 µM. hit rate 0.17% among 290,000. AID 1845; in the data active means inhibition above about 37%;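 further: 0% = vehicle and 100% = reference compound; higher means more ethidium bromide displaced from hairpin DNA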
IMP-1 inhibitor – inhibitors of Pseudomonas aeruginosa IMP-1 metallo-beta-lactamase | hit rate 0.45% among 290,000 | AID 1556 | inhibition, % at 5.6 µM | purified IMP-1, nitrocefin hydrolysis, epi-absorbance fluorescence;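 active means inhibition above the mean plus 3 SD of all compounds in the same screening run, cut at about 4.5% in these data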;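 further: 0% = IMP-1 with DMSO and 100% = DMSO wells lacking enzyme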
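Material – recombinant IMP-1 enzyme, purified · Amount – IMP-1 0.2 nM before substrate addition · Medium – HEPES buffer pH 7.1 with ZnSO4 and Brij 35 · Timing – 25 °C, 15 min preincubation, 25 min reaction · Measured by – plate fluorescence quenching by hydrolysis product, ex 480/em 530 nm · Read-out – percent enzyme inhibition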
V1R ag counter – V1a receptor agonism, counter-screen for OXTR agonists. P37288. CHO-V1R cells, Fluo-8 calcium fluorescence, agonist mode; 0% DMSO, 100% 3 nM vasopressin. activation, % at 3 µM. hit rate 0.25% among 320,000;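 active means activation above the mean activation of all tested compounds plus 3 SD, per screening run, cut at about 20% in these data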;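 further: signal is peak over basal fluorescence ratio across a 100 second FLIPR read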
OXTR agonist – human OXTR agonism | CHO-OTR cells, Fluo-8 calcium fluorescence; normalized: DMSO 0%, oxytocin 100% | activation, % at 3 µM | hit rate 0.32% among 320,000 | AID 2435 | P30559;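 active means activation above the mean of all tested compounds plus 3 SD, cutoff set per screening run, cut at about 20% in these data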;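 further: peak over basal fluorescence ratio from a 100 s FLIPR kinetic read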
Target sequence (P30559 whole entry, looked up): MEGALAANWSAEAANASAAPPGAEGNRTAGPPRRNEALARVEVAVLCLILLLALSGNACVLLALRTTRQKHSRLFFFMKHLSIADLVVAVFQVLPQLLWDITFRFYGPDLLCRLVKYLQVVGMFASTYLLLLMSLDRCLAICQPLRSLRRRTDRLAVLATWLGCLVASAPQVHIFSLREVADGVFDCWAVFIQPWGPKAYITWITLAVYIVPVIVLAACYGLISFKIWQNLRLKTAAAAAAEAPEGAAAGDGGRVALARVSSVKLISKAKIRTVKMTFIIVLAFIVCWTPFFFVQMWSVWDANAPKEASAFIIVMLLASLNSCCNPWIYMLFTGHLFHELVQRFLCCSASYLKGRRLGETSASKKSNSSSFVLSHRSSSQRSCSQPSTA
NS3 helicase inh – blocks Hepatitis C virus NS3 helicase unwinding; inhibition, % at 10.9 µM; hit rate 0.56% among 290,000; NS3 helicase DNA unwinding, Cy5 molecular beacon fluorescence;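 active means inhibition above the mean of all tested compounds plus 3 SD, set per campaign, cut at about 35% in these data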;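 further: 0% = DMSO wells and 100% = thioflavine S control wells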
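assay system = NS3 helicase fragment of HCV | buffer or medium = MOPS pH 6.5, MgCl2, DTT, Tween20, BSA | timing = 60 min unwinding reaction at 25 °C after ATP addition | signal = Cy5 beacon fluorescence read at start and 1 h | read-out basis = % inhibition of unwinding | control set = low DMSO, high thioflavine S at 110 µM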
GalR3 antag – blocks the human galanin receptor 3; AID 651719; hit rate 0.44% among 360,000; HEK293 GalR3-CNG cAMP membrane potential fluorescence; galR3 body fused to GalR1 C-terminus; inhibition, % at 3 µM; O60755;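 active means inhibition above the screen-wide average plus 3 SD, cut at about 13% in these data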;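 further: forskolin and galanin both at EC90 stimulate the cells; cAMP rise reported by CNG channel membrane potential dye signal; 0% = forskolin plus galanin with DMSO and 100% = forskolin alone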
Target sequence (O60755 1-299 limits assumed): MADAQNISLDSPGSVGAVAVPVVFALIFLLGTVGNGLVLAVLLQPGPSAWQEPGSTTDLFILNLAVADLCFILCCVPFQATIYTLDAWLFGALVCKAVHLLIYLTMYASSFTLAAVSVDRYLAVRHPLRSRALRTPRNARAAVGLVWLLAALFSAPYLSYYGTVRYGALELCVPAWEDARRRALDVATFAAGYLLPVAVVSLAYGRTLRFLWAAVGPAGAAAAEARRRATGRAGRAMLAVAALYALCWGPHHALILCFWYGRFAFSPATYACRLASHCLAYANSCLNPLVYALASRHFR
PHOSPHO1 inh – inhibitors of human PHOSPHO1 phosphatase; Q8TCT1; recombinant PHOSPHO1, absorbance phosphatase assay; inhibition, % at 13.3 µM; hit rate 1.1% among 290,000; in the data active means inhibition above about 60%
GPR7 antag – human neuropeptides B/W receptor 1 antagonism. inhibition, % at 4.4 µM. hit rate 1.1% among 290,000. P48145. GPR7-expressing cells, fluorescence antagonist assay; in the data active means inhibition above about 16%, passing the limit was not always enough;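 further: cells stimulated with the agonist NPW; 0% = agonist with vehicle and 100% = vehicle without agonist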
Target sequence (P48145 whole entry, looked up): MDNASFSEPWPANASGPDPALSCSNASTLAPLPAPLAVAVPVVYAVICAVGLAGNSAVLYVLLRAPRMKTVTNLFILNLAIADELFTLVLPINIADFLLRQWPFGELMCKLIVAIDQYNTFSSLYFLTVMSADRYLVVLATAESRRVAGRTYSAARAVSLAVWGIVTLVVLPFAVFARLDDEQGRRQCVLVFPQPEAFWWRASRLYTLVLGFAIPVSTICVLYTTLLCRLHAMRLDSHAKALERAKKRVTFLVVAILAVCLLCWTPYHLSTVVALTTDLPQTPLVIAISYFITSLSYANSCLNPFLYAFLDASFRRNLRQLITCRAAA
* = called active by the depositor; / = not tested or not shown.

SMILES	VIM-2 inhibitor	DNA FID counter	IMP-1 inhibitor	V1R ag counter	OXTR agonist	NS3 helicase inh	GalR3 antag	PHOSPHO1 inh	GPR7 antag
CC(C)c1ccc(N(CC(=O)NCC2CCCO2)C(=O)Cn2nnc(-c3cccs3)n2)cc1 (stereo unspecified)	-2.5	-38.9	-3.2	1.6	0.7	2.0	-2.0	39.7	-12.9
CC(=O)CSc1nnc(-c2ccc(S(=O)(=O)N3CCC(C)CC3)cc2)o1	-1.4	-5.1	-4.0	-0.1	-0.5	0.2	-4.0	/	7.8
Cc1ccc2c(c1)N(C(=O)CCC(=O)N1CCCCC1)CCO2	-3.4	-21.9	-2.5	0.6	-0.3	-7.6	/	17.6	-1.2
O=C(CN1CCCCCC1)Nc1ccc([N+](=O)[O-])cc1Br	-2.6	0.3	-2.9	-1.1	-1.8	-1.3	-6.4	32.3	2.3
OCCN1CCOCCN(CCO)CCOCC1	-3.9	4.2	-5.1	-0.6	0.2	19.5	5.4	-3.5	-10.1
COc1ccc(NC(=S)N2CCN(C(=O)C3CCCO3)CC2)cc1 (stereo unspecified)	1.8	-8.8	-0.3	/	/	-2.4	-4.2	46.6	-9.9
NNc1nc(-c2ccccc2)cc(-c2ccccc2O)n1	-6.1	0.3	-4.0	-0.3	-0.3	-9.6	/	23.5	-3.8
CCCC(=O)Oc1ccc(C2NC(=O)c3ccccc3O2)cc1 (stereo unspecified)	-1.1	-21.0	-2.0	0.0	-0.6	-5.6	-6.1	28.7	-10.7
C=CCNC(=S)Nc1ccccc1	-0.7	-4.6	-1.2	0.4	-0.2	-0.8	-0.8	-14.0	-22.6
Cc1cc(F)ccc1NC(=S)NCCc1ccccc1	0.1	-16.9	0.2	/	/	2.5	-0.8	26.3	0.5
Cc1ccc(NC(=O)CCC(=O)Nc2ccc(C)cc2)cc1	-1.5	-5.3	-0.3	-1.2	-2.3	-4.2	-10.1	45.3	-13.5
CCN(CC)C(=O)COC(=O)c1cc(-c2ccc(OC)cc2)nc2ccccc12	1.1	-21.1	-1.5	4.5	3.3	-10.1	0.0	-4.4	17.9
Cc1scc(C(=O)N2CCN(c3ccc(Cl)cc3)CC2)c1C	-1.8	-31.9	-1.6	2.5	2.7	5.0	11.9	12.7	13.8
COc1cc2[nH]c(=O)n(CCCCCC(=O)NC3CCCC3)c(=O)c2cc1OC	-1.5	-33.5	-1.1	-0.8	-0.2	-4.2	5.1	6.2	-0.8
Cn1c(=O)c2c(nc(CN3CCOCC3)n2CCCO)n(C)c1=O	-3.5	-1.0	-3.3	2.2	1.0	3.0	-5.2	8.7	-9.2
Cc1cc(C)n(C(=O)c2ccc([N+](=O)[O-])c(Cl)c2)n1	-0.6	0.1	-0.8	0.1	-1.6	5.1	-0.3	-18.0	2.1
COc1ccc(CCn2c(=O)c3cccnc3n(Cc3ccc([N+](=O)[O-])cc3)c2=O)cc1OC	-4.0	3.1	-3.8	/	/	-0.1	-4.5	-131.9	1.7
O=C(NCC1(c2ccccc2)CCCC1)c1ccccc1Br	0.2	-17.3	1.1	3.8	-2.0	5.8	-4.6	7.4	-4.0
CCn1c(SCC(=O)NC2=NCCS2)nnc1C(C)NC(=O)c1ccc(Cl)cc1 (stereo unspecified)	-3.4	-24.4	-2.1	-0.6	-0.3	-3.1	-1.8	3.6	-2.5
O=C1c2ccccc2C(=O)N1c1cccc(-c2csc(Nc3ccc4c(c3)OCO4)n2)c1	-4.0	2.7	-3.5	1.4	2.6	24.3	/	-4.5	-9.2
O=C(/C=C\NCC(=O)c1ccccc1)c1ccc(F)cc1	-2.4	-1.2	-2.9	-0.3	-0.2	-5.6	/	42.0	-6.5
CCOCCn1c(SCc2ccc(C)cc2)nc2c1c(=O)[nH]c(=O)n2C	0.2	-6.7	-1.9	0.0	-1.0	-5.4	/	2.1	-11.5
CCOc1ccc2nc(N3CCCC(C(=O)NCCCN4CC(C)CC(C)C4)C3)sc2c1 (stereo unspecified)	0.6	35.4	-1.2	2.6	1.9	-24.7	-8.6	32.4	-2.4
Cc1ccc(-n2cccn2)c(CN2CCCC(C(=O)c3sccc3C)C2)c1 (stereo unspecified)	-2.9	7.8	-2.1	1.4	-1.7	-19.7	-14.6	-11.7	33.2*
CSc1ccc(CNC(=O)CCn2ccc3cc(S(=O)(=O)N4CCCC4)ccc32)cc1	-1.6	-40.4	-1.5	-0.6	-1.8	-8.8	-9.2	18.5	5.6
COc1ccc(NC(=O)c2sc3nc(N4CCOCC4)c4c(c3c2N)CCCC4)c(OC)c1	-1.4	-12.7	-1.9	-0.7	-2.4	-0.9	-0.8	15.9	-19.8
CCc1c(C)nc2ncnn2c1N1CCC(C(=O)NCc2ccc3c(c2)OCO3)CC1	-2.9	-22.1	-1.0	-0.2	-0.4	4.9	-6.7	3.6	0.3
O=C(CN1CCC(n2nnc3cc(F)ccc32)CC1)NCc1ccco1	-2.4	-2.5	0.9	0.8	0.4	4.7	-5.8	3.6	-12.6
c1csc(-c2nnc(-c3ccc(N4CCOCC4)cc3)o2)c1	2.2	-16.1	-1.6	-0.2	-0.4	-3.6	-2.4	8.7	-2.6
Cc1c(C)c2ccc(Oc3ccc([N+](=O)[O-])cc3C(F)(F)F)c(C)c2oc1=O	-1.7	-3.5	-1.9	0.4	2.7	2.2	-4.3	34.3	-15.0
Cc1ccc(S(=O)(=O)Nc2nc(C)c(C)s2)cc1	-1.8	-20.9	-1.5	0.9	-0.5	33.4	2.9	32.7	-18.3
Cc1cc(C(=O)CSc2nnc(-c3ccc(F)cc3)o2)c(C)n1CC1COc2ccccc2O1 (stereo unspecified)	0.8	-2.1	-2.1	-0.4	-0.5	3.2	0.3	91.1*	-2.5
COc1ccc(NC(=O)CSc2nnc(-c3ccccn3)n2N)cc1Cl	-2.6	1.3	-1.2	0.1	-0.1	1.4	-1.4	20.8	-9.2
Cc1cccc(S(=O)(=O)c2c(N)n(Cc3ccco3)c3nc4ccccc4nc23)c1	2.2	-12.8	-0.9	2.4	4.6	19.0	-8.4	-1.0	-9.5
CCOC(=O)c1ccc(NC(=O)CCNS(=O)(=O)c2cccs2)cc1	-2.0	-11.6	-2.8	5.9	2.2	3.0	-7.2	26.9	-5.8
COc1cc(-c2nc3oc4ccccc4c(=O)c3c(=O)n2Cc2ccco2)cc(OC)c1OC	-2.7	0.9	-1.1	-1.2	-1.7	8.4	-2.0	0.6	-9.3
Cc1ccc(CNC(=O)C2CCCN(S(=O)(=O)c3c(C)n[nH]c3C)C2)cc1 (stereo unspecified)	-1.4	-3.7	-1.5	-0.7	-0.9	-6.9	-1.0	15.0	-2.7
Cc1cc(OCCN2CCOCC2)nc2ccccc12	-1.5	8.5	-3.1	0.8	0.4	-0.7	2.8	12.9	-10.2
O=C(CN(Cc1ccccc1Cl)C(=O)CCC(=O)Nc1nccs1)NCC1CCCO1 (stereo unspecified)	-1.3	-34.3	-0.9	0.2	-0.6	0.6	-6.0	23.0	4.6
CC(C)Cn1cnc2c1c(=O)n(CC(=O)N(C)C)c(=O)n2Cc1ccccc1	-2.6	-13.2	-2.2	0.2	0.8	3.2	-0.2	32.0	-10.1

Sorted by molecular weight (rising): 3 of the compounds above.
SMILES	VIM-2 inhibitor	DNA FID counter	IMP-1 inhibitor	V1R ag counter	OXTR agonist	NS3 helicase inh	GalR3 antag	PHOSPHO1 inh	GPR7 antag
Cc1cc(OCCN2CCOCC2)nc2ccccc12	-1.5	8.5	-3.1	0.8	0.4	-0.7	2.8	12.9	-10.2
CCOC(=O)c1ccc(NC(=O)CCNS(=O)(=O)c2cccs2)cc1	-2.0	-11.6	-2.8	5.9	2.2	3.0	-7.2	26.9	-5.8
CCc1c(C)nc2ncnn2c1N1CCC(C(=O)NCc2ccc3c(c2)OCO3)CC1	-2.9	-22.1	-1.0	-0.2	-0.4	4.9	-6.7	3.6	0.3

Additional compounds:
SMILES	VIM-2 inhibitor	DNA FID counter	IMP-1 inhibitor	V1R ag counter	OXTR agonist	NS3 helicase inh	GalR3 antag	PHOSPHO1 inh	GPR7 antag
Cc1c(C(=O)N2CCCCC2)c(S(=O)(=O)N2c3ccccc3CC2C)c(C)n1C (stereo unspecified)	-1.6	-44.6	0.3	-1.2	-1.0	-2.1	-1.3	17.1	11.5
O=C(COC(=O)c1ccc(O)cc1)Nc1ccccc1[N+](=O)[O-]	0.9	7.5	-3.0	1.3	2.2	-1.0	-7.2	37.3	1.4
Cc1ccc(CCCOC(=O)C[N+]2(C)CCOCC2)cc1	1.8	3.4	0.9	1.5	0.3	-4.7	-3.7	89.4*	5.5
COC(=O)c1onc(-c2c(OC)cc(OC)cc2OC)c1C(=O)OC	-1.7	-4.0	-2.3	-0.1	-0.5	2.2	0.0	2.5	-3.3
CCc1nc(C)ccc1OCC(=O)O	0.0	2.8	-2.3	0.3	0.0	2.0	3.3	0.1	-8.7
O=S(=O)(c1ccc2ccccc2c1)N1CCCCCC1	-2.6	-22.7	-1.9	-1.3	-1.6	0.9	-1.4	-12.5	-8.8
S=C(c1ccc(-c2ccc(Cl)cc2Cl)o1)N1CCCCC1	-1.6	-4.2	-2.0	-1.1	-1.4	31.3	2.4	25.3	-2.0
O=C1c2ccccc2C(=O)N1CCc1csc(NNc2nc(CCN3C(=O)c4ccccc4C3=O)cs2)n1	-1.0	-7.4	-2.2	-0.5	0.3	7.5	/	20.6	-1.1
CC1(C)CC(=O)C2=C(C1)NC1=C(C(=O)c3ccccc31)C2c1ccc(Cl)cc1 (stereo unspecified)	-0.2	-5.9	-2.7	5.5	2.9	15.0	7.0	-44.2	-0.4
Cc1nc(NC(=O)/C=C/c2ccccc2)n[nH]1	-1.9	-7.4	-3.9	0.2	0.1	5.5	-2.1	-18.5	-12.3
Cc1ccc2nc(N/C(=N/S(=O)(=O)c3cccs3)c3ccccc3Cl)sc2c1	-2.5	-25.9	-4.3	2.7	-0.7	-0.7	-6.4	-3.7	-9.7
CCOc1ccc(C(C)C)cc1S(=O)(=O)N1CCOCC1	-1.5	-17.9	0.6	-0.5	-1.7	-4.9	-3.2	-4.6	-14.0

Structural class: the compounds so far with fluorine.
SMILES	VIM-2 inhibitor	DNA FID counter	IMP-1 inhibitor	V1R ag counter	OXTR agonist	NS3 helicase inh	GalR3 antag	PHOSPHO1 inh	GPR7 antag
Cc1cc(F)ccc1NC(=S)NCCc1ccccc1	0.1	-16.9	0.2	/	/	2.5	-0.8	26.3	0.5
O=C(/C=C\NCC(=O)c1ccccc1)c1ccc(F)cc1	-2.4	-1.2	-2.9	-0.3	-0.2	-5.6	/	42.0	-6.5
O=C(CN1CCC(n2nnc3cc(F)ccc32)CC1)NCc1ccco1	-2.4	-2.5	0.9	0.8	0.4	4.7	-5.8	3.6	-12.6
Cc1c(C)c2ccc(Oc3ccc([N+](=O)[O-])cc3C(F)(F)F)c(C)c2oc1=O	-1.7	-3.5	-1.9	0.4	2.7	2.2	-4.3	34.3	-15.0
Cc1cc(C(=O)CSc2nnc(-c3ccc(F)cc3)o2)c(C)n1CC1COc2ccccc2O1 (stereo unspecified)	0.8	-2.1	-2.1	-0.4	-0.5	3.2	0.3	91.1*	-2.5
